Assay outcomes (PubChem BioAssay)
Pf apPOL block = Pf-apPOL DNA polymerase inhibition; inhibition, % at 10 µM; 0.25% of 210,000 active; Recombinant Pf-apPOL, molecular beacon fluorescence, 1.5 h
mHTT CaM bind = disrupts binding of mutant huntingtin to calmodulin; P42858; AlphaScreen His-mHTT/GST-CaM binding, luminescence; inhibition, % at 15 µM; 3.6% of 190,000 active; AID 1671202;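 note: 0% = both proteins with DMSO and 100% = one protein alone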
Target sequence (P42858 whole entry, looked up, stated change not applied): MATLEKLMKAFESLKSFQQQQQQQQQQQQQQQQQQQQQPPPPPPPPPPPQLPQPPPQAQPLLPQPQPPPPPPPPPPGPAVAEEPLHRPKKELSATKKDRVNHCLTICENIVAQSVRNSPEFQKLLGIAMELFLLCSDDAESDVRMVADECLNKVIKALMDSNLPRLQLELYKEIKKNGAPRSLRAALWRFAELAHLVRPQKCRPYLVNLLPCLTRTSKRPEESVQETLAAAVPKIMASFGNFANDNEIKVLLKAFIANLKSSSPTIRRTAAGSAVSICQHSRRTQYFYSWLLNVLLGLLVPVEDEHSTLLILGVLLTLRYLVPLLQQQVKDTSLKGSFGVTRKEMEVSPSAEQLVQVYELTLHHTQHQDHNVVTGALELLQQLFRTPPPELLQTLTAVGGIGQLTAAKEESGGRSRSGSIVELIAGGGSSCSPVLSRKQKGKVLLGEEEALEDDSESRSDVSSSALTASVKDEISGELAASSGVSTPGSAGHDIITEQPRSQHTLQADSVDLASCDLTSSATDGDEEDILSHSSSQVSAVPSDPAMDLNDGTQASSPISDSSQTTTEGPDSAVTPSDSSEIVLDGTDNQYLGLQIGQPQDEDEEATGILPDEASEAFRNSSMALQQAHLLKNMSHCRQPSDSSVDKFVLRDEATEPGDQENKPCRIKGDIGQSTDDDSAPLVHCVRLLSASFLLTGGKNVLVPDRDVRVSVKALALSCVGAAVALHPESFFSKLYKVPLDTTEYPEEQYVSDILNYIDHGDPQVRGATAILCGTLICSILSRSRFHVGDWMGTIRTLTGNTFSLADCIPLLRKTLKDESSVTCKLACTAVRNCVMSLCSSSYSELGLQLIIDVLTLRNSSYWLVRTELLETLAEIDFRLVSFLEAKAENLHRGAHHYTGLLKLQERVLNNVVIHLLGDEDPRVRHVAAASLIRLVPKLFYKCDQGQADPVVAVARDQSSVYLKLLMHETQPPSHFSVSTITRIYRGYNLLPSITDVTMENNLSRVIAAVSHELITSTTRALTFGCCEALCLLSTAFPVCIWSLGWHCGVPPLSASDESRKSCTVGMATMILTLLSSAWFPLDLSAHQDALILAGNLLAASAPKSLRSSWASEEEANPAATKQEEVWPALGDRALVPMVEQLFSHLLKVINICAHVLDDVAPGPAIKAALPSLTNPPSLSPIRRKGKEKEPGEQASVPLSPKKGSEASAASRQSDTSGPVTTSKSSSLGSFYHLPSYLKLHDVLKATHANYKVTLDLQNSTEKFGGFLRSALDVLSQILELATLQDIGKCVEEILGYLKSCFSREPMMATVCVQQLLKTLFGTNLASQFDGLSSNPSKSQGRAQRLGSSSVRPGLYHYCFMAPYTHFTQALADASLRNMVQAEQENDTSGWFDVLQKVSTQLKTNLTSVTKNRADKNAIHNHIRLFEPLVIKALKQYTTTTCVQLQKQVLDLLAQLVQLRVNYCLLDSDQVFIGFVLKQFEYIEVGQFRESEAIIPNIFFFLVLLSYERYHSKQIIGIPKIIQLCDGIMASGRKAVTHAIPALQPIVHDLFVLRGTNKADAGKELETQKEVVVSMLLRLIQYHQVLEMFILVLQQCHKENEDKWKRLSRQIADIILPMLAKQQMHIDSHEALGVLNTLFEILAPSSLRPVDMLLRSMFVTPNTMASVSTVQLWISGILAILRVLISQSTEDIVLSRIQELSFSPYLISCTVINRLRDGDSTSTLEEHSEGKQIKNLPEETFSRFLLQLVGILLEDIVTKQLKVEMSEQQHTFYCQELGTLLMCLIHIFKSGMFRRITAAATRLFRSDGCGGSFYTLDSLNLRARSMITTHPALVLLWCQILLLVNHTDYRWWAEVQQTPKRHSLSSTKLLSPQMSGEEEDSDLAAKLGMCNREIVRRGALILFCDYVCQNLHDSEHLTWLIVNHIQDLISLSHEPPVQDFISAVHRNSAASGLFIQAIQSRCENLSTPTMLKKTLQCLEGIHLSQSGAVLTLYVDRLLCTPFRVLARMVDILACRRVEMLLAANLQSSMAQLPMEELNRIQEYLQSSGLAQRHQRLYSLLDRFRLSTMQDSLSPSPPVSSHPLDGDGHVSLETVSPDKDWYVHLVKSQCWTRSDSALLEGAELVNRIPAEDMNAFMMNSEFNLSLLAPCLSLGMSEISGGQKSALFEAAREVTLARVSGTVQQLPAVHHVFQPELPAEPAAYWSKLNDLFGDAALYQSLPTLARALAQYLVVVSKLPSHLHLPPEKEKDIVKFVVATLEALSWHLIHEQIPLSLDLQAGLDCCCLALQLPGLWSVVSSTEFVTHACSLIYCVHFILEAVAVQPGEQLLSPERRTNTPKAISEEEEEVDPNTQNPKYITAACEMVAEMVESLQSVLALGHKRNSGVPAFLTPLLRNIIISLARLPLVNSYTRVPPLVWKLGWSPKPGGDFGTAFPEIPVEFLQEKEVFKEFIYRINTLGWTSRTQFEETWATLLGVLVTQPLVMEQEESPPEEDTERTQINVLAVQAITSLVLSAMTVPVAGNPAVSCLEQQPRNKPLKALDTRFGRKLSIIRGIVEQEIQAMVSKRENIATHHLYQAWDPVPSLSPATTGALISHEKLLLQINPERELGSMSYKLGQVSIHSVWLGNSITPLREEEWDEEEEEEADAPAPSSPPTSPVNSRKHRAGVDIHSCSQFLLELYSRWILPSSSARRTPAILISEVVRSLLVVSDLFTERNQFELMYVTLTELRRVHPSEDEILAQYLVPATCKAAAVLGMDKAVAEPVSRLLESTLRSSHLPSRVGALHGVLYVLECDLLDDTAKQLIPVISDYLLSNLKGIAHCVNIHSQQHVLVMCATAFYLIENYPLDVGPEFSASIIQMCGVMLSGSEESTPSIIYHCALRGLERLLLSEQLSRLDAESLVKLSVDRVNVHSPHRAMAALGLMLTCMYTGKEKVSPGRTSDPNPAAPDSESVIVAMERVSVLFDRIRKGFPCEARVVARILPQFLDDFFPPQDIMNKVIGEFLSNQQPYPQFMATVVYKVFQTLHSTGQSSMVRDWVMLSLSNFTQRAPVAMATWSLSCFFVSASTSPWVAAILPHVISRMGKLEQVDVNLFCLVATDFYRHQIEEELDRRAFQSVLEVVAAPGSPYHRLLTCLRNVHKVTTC
* hit, by the source's call; · = no result given; & = joins results of further samples. Cut-off read from the data, not from the text of the source: active = inhibition above about 50%; inactive = the rest. No enrichment for hits. Share with any hit: about 3.7%.

(1) Cc1c2c(=O)n(C)ncc2c(-c2ccccc2)n1CCSCc1c(Cl)cccc1Cl
(2) CCN1C(=O)Cc2ccccc2C1C(=O)N1CCN(c2cccc(C)c2C)CC1 (stereo not drawn)
(3) CCOC(=O)NC(=O)C(C#N)=Cc1ccc(N(C)C)cc1
(4) COc1ccc(-c2cn(C(=O)c3cccs3)nc2C)cc1
(5) COc1cc(OC)c(NC(=O)CC2SC(=N)NC2=O)cc1Cl (stereo not drawn)
(6) COc1ccccc1NC(=O)c1cc(C(=O)Nc2ccccc2OC)cc(N2C(=O)CCC2=O)c1
(7) CN1CCN(S(=O)(=O)c2ccc(Br)cc2)c2ccccc21
(8) Cc1cc(C(=O)NCC2CCCO2)c(C)n1CCN1CCCC1 (stereo not drawn)
(9) CC1(C)CC(=O)C(C(C2=C(O)CC(C)(C)CC2=O)C(O)CO)C(=O)C1 (stereo not drawn)
(10) C=C(C)n1c(=O)n(-c2ccc(C(F)(F)F)cc2[N+](=O)[O-])c2ccccc21

Screen / compound no.,1,2,3,4,5,6,7,8,9,10
Pf apPOL block,-3.3&-1.5,-12.4,-7.2,-3.5,-3.7&-6.8,-43.9,0.0,2.2,·,-2.9
mHTT CaM bind,·,38.3,·,·,·,-2.0,47.5,4.9,-4.4,·

Next section; it opens with the two that closed the last part.
(9) CC1(C)CC(=O)C(C(C2=C(O)CC(C)(C)CC2=O)C(O)CO)C(=O)C1 (stereo not drawn)
(10) C=C(C)n1c(=O)n(-c2ccc(C(F)(F)F)cc2[N+](=O)[O-])c2ccccc21
(11) COc1ccc(/C=C2\N=C(c3cc(F)c(F)cc3Cl)OC2=O)cc1OC
(12) O=C(CCCn1c(=O)c2sccc2n(Cc2ccc([N+](=O)[O-])cc2)c1=O)NCc1ccco1
(13) CC(=O)N(CN1C(=O)c2ccccc2C1=O)c1ccccc1Cl
(14) Cc1nc(C2CCN(C(=O)c3ccc4ncccc4c3)CC2)n[nH]1
(15) O=C1NC(=Nc2ccc(Cl)cc2)SC1Cc1ccccc1 (stereo not drawn)
(16) CCC1=NN(C(=O)c2ccccc2)C(O)(c2ccc(Br)cc2)C1 (stereo not drawn)
(17) O=C(NC12CC3CC(CC(C3)C1)C2)c1ccc(Br)o1
(18) COc1ccc(NC(=O)CC(C)n2nc(C)nc2C)cc1 (stereo not drawn)
(19) Cc1ccc(C2C3=C(Nc4c2c(=O)[nH]c(=O)n4C)c2ccccc2C3=O)cc1Cl (stereo not drawn)
(20) O=S(=O)(c1cccc(Cl)c1)N1C=CC(C(F)(F)F)=NCC1

Screen / compound no.,9,10,11,12,13,14,15,16,17,18,19,20
Pf apPOL block,·,-2.9,-2.7,-0.3,-1.2,4.5,-4.1,-2.0,0.7,-5.8,-0.7,-12.3
mHTT CaM bind,-4.4,·,-2.0,15.0,0.0,-5.3,-1.0,33.0,-7.5,-3.8,8.0,·

(21) CC(Cc1cccs1)NC(=O)CCS(=O)(=O)c1ccccc1 (stereo not drawn)
(22) Cc1[nH]c(=O)[nH]c(=O)c1CC(=O)Nc1ccc2c(c1)Cc1ccccc1-2
(23) CC(C(=O)NC1CC1)N(c1ccccc1)S(C)(=O)=O (stereo not drawn)
(24) CC1CCCCN1c1nc(Cl)nc(N2CCCCC2C)n1 (stereo not drawn)
(25) CCN(CC)S(=O)(=O)c1ccc(F)c(C(=O)Nc2cc(Cl)ccc2Cl)c1
(26) COc1ccc(NC(=O)c2c(-c3c(F)cccc3Cl)noc2C)cc1
(27) COc1ccc(OC)c(NS(=O)(=O)c2ccc(NC(=O)c3ccccc3Cl)cc2)c1
(28) Cc1c(C(=O)Nc2ccc3c(c2)OCO3)cccc1[N+](=O)[O-]
(29) Cc1cc(C(=O)C(C#N)=NNc2cccc(Cl)c2)n(C(C)(C)C)n1
(30) CCCN1CCC(N2CCN(S(=O)(=O)c3ccc(OC)cc3)CC2)CC1

Screen / compound no.,21,22,23,24,25,26,27,28,29,30
Pf apPOL block,-0.9,0.7,-1.4,8.0,-3.8,0.8,-3.6,-7.3&38.8,0.9,-0.2
mHTT CaM bind,-6.9,-2.6,0.0,100.0*,-7.0,-4.4,2.8,13.0&4.9,·,0.0

(31) O=C(NCc1ccc(F)c(Cl)c1)C1CCc2sc(C(=O)N3CCOCC3)cc2C1 (stereo not drawn)
(32) Cc1ccc(C(=O)NCC2(O)CCCC2)cc1
(33) CCOc1cc(CNc2ccc([N+](=O)[O-])cc2C)ccc1OC
(34) O=S(=O)(c1ccc(F)cc1)N1CCCC1
(35) O=C(CCN1CCN(c2ccccc2F)CC1)Nc1ccc(Br)cc1
(36) CC(C)NC(=O)c1ccc(OCC2CCN(C(=O)c3ccccc3Cl)CC2)cc1
(37) Cn1cnnc1SCC=Cc1ccccc1
(38) COc1ccc(Cl)cc1N(CC(=O)Nc1cccc(C(C)=O)c1)S(=O)(=O)c1ccccc1
(39) COc1ccc(-c2cc3nc(C)cc(C(F)(F)F)n3n2)cc1
(40) COc1ccccc1CCNC(=O)CC1CCN(C(=O)c2ccc(C)cc2)CC1

Screen / compound no.,31,32,33,34,35,36,37,38,39,40
Pf apPOL block,-7.0,-3.3,-1.1,4.0,-9.2,-2.5,0.6,5.8,8.5,-5.6
mHTT CaM bind,3.2,-3.1,0.1,-10.4&-2.1,3.7,12.4,·,7.5,-6.0,10.7

(41) COc1ccc(NC(=O)Cn2nc(C(F)(F)F)c(Br)c2C)cc1OC
(42) CC1CN(C(=O)c2cc3ccccc3oc2=O)CC(C)O1 (stereo not drawn)
(43) CC1(C)CC(=O)c2c(oc3ccc(NS(=O)(=O)c4cccc([N+](=O)[O-])c4)cc23)C1
(44) CC1(C)CC(=O)C2=C(C1)Nc1ccccc1NC2c1ccc([N+](=O)[O-])o1 (stereo not drawn)
(45) CCCOc1ccc(NC(=O)C(=O)NCC2CCCO2)cc1 (stereo not drawn)
(46) Cc1cc(C(=O)ON=C(N)COc2ccc([N+](=O)[O-])cc2)no1
(47) Cc1c(NS(=O)(=O)c2ccccc2)cccc1-c1nc2ncccc2o1
(48) O=C(NCCc1csc(C2CCCN(C(=O)c3ccc4ccccc4n3)C2)n1)C1CCC1 (stereo not drawn)
(49) COc1ccc(-c2c(C)oc3c4c(ccc3c2=O)OCN(C2CCS(=O)(=O)C2)C4)cc1 (stereo not drawn)
(50) Cc1ccc(N2C(=O)CSC2c2ccc(F)cc2)cc1Cl (stereo not drawn)

Screen / compound no.,41,42,43,44,45,46,47,48,49,50
Pf apPOL block,-5.0,-2.6,-0.8,0.8,-6.9,1.8,-1.2,-4.6,-4.8,0.0
mHTT CaM bind,3.0,-2.0,5.0,2.0,1.0,·,4.0,0.2,6.5,-12.0

(51) O=c1/c(=C/c2cccc([N+](=O)[O-])c2)sc2n1CN(c1cccc(C(F)(F)F)c1)CN=2
(52) C=CCn1c(SCC(=O)NCc2cccnc2)nc2sc3c(c2c1=O)CCC3
(53) CCC(C)NC(=O)C1CCN(c2nnc(-c3ccccc3)o2)CC1 (stereo not drawn)
(54) Cn1c(=O)[nH]c(=O)c2c1nc(N1CCCCCC1)n2CCSc1nc2ccccc2o1
(55) CNC(=O)c1cc(-c2ccccc2)nc2ccccc12
(56) Cc1noc(C2(NC(=O)C3CCC3)CCCCC2)n1
(57) CC(C)(C)C1CCc2c(sc(NC(=O)c3cccs3)c2C(=O)N2CCC(C(N)=O)CC2)C1 (stereo not drawn)
(58) CCN(CC)CC(O)COc1ccc(C(C)(C)C)cc1C(C)(C)C (stereo not drawn)
(59) CC(=O)NCCOc1ccc(C2CCCCC2)cc1
(60) COc1cc(CN2CCc3nc(N4CCCC4)ncc3C2)cc(OC)c1OC

Screen / compound no.,51,52,53,54,55,56,57,58,59,60
Pf apPOL block,-3.4,3.0,-6.2,-0.4,1.9,-0.6,-4.9,-2.2,3.7,4.6
mHTT CaM bind,11.0,2.6,-2.8,7.0,4.8,-6.5,25.6,45.6,1.4,11.5

(61) O=C(c1cccc(F)c1)N1CCCC(c2nnc(-c3ccccc3)o2)C1 (stereo not drawn)
(62) CCn1nc(C)cc1C(=O)NNC(=O)c1ccccc1Cl
(63) O=C(Nc1ccc2cn[nH]c2c1)C1CC1
(64) O=C1CSC(c2ccc(Cl)cc2)N1c1ccc(F)cc1F (stereo not drawn)
(65) Cc1ccccc1Oc1ccc(-c2nc(N)nc(N)n2)cc1
(66) O=C(O)c1ccc(NC(=O)c2ccccc2NC(=O)c2ccccc2Br)cc1
(67) O=C(c1cc2nc(C3CC3)cc(C(F)F)n2n1)N1CCCC1c1cccc(F)c1 (stereo not drawn)
(68) O=C(Nc1ccc(Cl)cn1)c1cnn2c(C(F)(F)F)cc(-c3ccco3)nc12
(69) Cc1ccc(C(=O)Nc2ccc(S(C)(=O)=O)cc2)cc1S(=O)(=O)N1CCOCC1
(70) COc1ccc(-c2cnn3c(C)c(C(=O)NCc4ccc(F)c(F)c4)cnc23)cc1

Screen / compound no.,61,62,63,64,65,66,67,68,69,70
Pf apPOL block,-2.4,-3.1,-3.6,-1.6,-1.1,-7.7,-7.4,1.9,-2.0,1.6
mHTT CaM bind,-2.4,·,-0.2,-2.0,18.5,1.3,22.2,6.0,23.4,-4.7

(71) O=C(c1ccc(F)cc1F)N1CCc2nc(-c3ccc(Cl)cc3)ncc2C1
(72) COc1ccc(C2=N/C(=C\c3sccc3C)C(=O)O2)c(Br)c1
(73) CCCCCC(=O)ON=C(C)c1cc[nH]c1
(74) CCOc1ccc2c(c1)OC(=Cc1cccc(OC)c1OC)C2=O
(75) COc1ccc(-c2ncc3c(n2)CCN(C(=O)Nc2cc(C)ccc2C)C3)cc1
(76) COc1cccc(CNC(=O)C2CCCN(c3cn[nH]c(=O)c3)C2)c1 (stereo not drawn)
(77) Cn1[nH]c(=O)c2cnc3c(F)cc(F)cc3c21
(78) Clc1ccc(CNC2CCN(Cc3ccccc3)CC2)cc1
(79) CCn1c(=O)c(-c2nc(-c3ccccc3C)no2)c(O)c2ccccc21
(80) COc1cccc(CNC2=NCCCNC23CCCCC3)c1

Screen / compound no.,71,72,73,74,75,76,77,78,79,80
Pf apPOL block,-1.6,-3.1,-4.9,-10.5,-7.0,2.1,-4.0&3.8,0.1,-3.3,5.9
mHTT CaM bind,-8.9,17.0,·,-0.2,-7.0,1.5,·,0.7,-1.3,-1.4

(81) O=C1CCCN1c1cccc(NS(=O)(=O)C2CCCCC2)c1
(82) CCCc1cc(=O)[nH]c(SCC(=O)NCCSCc2ccco2)n1
(83) O=[N+]([O-])c1ccc(C=C(c2nnnn2-c2ccccc2)c2nnnn2-c2ccccc2)cc1
(84) COc1ccc(-n2nc3c(c2NC(=O)c2c(F)cccc2F)CSC3)cc1
(85) CC(C)CNC(=O)C1COC2(CCCCC2)N1C(=O)c1ccc(Cl)cc1 (stereo not drawn)
(86) O=S(=O)(NCCN1CCN(c2ccccc2)CC1)c1cccnc1
(87) CC1(C)Cc2c(sc3nc(NN)nc(NN)c23)CO1
(88) N#Cc1ccc(S(=O)(=O)N2CCC(c3cc(N)on3)CC2)cc1
(89) COc1ccccc1-n1c(SCC(=O)Nc2cccc(C)c2C)nc2c(c1=O)SCC2
(90) CCOC(=O)C1CCCN(C(=O)CCC(=O)N2CCCn3nc(C)cc32)C1 (stereo not drawn)

Screen / compound no.,81,82,83,84,85,86,87,88,89,90
Pf apPOL block,-8.8,46.6,-5.0,0.9,2.0,-0.5,-1.5,-0.1,2.6,-3.8
mHTT CaM bind,-2.5,·,25.4,26.0,-3.3,-9.5,100.3*,-0.5,21.0,-5.6

(91) O=C1NC(=O)N(c2ccc(Br)cc2)C(=O)/C1=C/c1ccc(N2CCCC2)o1
(92) COc1ccc(C(=O)Nc2cccc(Cl)c2C)c(OC)c1
(93) COc1ccc(CCNC(=O)c2ccc(OC)c(OC)c2)cc1OC
(94) OC(OCC1Cc2ccccc2O1)C1Cc2ccccc2O1 (stereo not drawn)
(95) Cc1cccc(NC(=O)N2CCCC2c2nc(-c3ccccc3)no2)c1C (stereo not drawn)
(96) COc1ccc(C=C2Oc3c(ccc(O)c3CN3CCN(C)CC3)C2=O)c(OC)c1OC
(97) NC(=O)c1ccccc1NC(=O)Nc1cccc(Cl)c1

Screen / compound no.,91,92,93,94,95,96,97
Pf apPOL block,-5.7,-3.2,3.5,-1.6,0.1,-17.5,2.3
mHTT CaM bind,0.0,-8.6,-4.0,-5.7&-6.0,-2.7,9.7,-3.8

4 of the compounds above, as labelled records.
94	OC(OCC1Cc2ccccc2O1)C1Cc2ccccc2O1 (stereo not drawn)
- Pf apPOL block: -1.6
- mHTT CaM bind: -5.7&-6.0
95	Cc1cccc(NC(=O)N2CCCC2c2nc(-c3ccccc3)no2)c1C (stereo not drawn)
- Pf apPOL block: 0.1
- mHTT CaM bind: -2.7
96	COc1ccc(C=C2Oc3c(ccc(O)c3CN3CCN(C)CC3)C2=O)c(OC)c1OC
- Pf apPOL block: -17.5
- mHTT CaM bind: 9.7
97	NC(=O)c1ccccc1NC(=O)Nc1cccc(Cl)c1
- Pf apPOL block: 2.3
- mHTT CaM bind: -3.8
